Compound activity deposited in PubChem BioAssay by several laboratories.
Arrestin-AP2 inh = human beta-arrestin and AP2 interaction inhibition. FITC-arrestin peptide / GST-AP2 beads, flow cytometry; AP2 beta2 appendage carries R879A mutation. inhibition, % at 10 µM. 340,000 tested, 0.31% active;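 active = inhibition above a set limit, near 3 SD of compounds lacking own fluorescence, cut at about 54% in these data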;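 also: plate controls were DMSO wells for no effect and 5 µM unlabelled arrestin peptide for full effect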
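Test system: GST-tagged AP2 beta2-adaptin appendage (R879A) on 4 µm glutathione beads; also added: fluorescein-tagged arrestin peptide at 50 nM final; timing: 12 min plus 1 h, RT; signal: flow cytometry, FL1 (488/535 nm); read-out: percent drop in bead-associated FITC signal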
PKA-R2B act = PKA-R2B complex activation; AID 504700; P22694+P31323; activation, % at 11.4 µM; 340,000 tested, 0.079% active; PKA-R2B holoenzyme dissociation, Cy5-IP20 fluorescence polarization; R2B truncated from residue 108, S112A mutant; 0% DMSO only, 100% 113 µM cGMP;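 active = activation above a cutoff set at the mean over all compounds plus 3 SD, cut at about 18% in these data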;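 also: higher means more holoenzyme dissociation and a rise in polarization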
PvdQ acylase = P. aeruginosa PvdQ acylase inhibition. purified PvdQ acylase, fluorescence plate reader. inhibition, % at 10 µM. 340,000 tested, 0.063% active. AID 488965; in the data active = inhibition above about 30%, passing the limit was not always enough;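 also: 0% = vehicle neutral wells and 100% = reference inhibitor wells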
SR-BI DiI-HDL act = SR-BI HDL lipid transfer activation; CHO ldlA[mSR-BI] cells, DiI-HDL uptake fluorescence, 3 h; 100 = double the neutral-control signal; activation, % at 12.5 µM; 320,000 tested, 0.096% active;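 active = mean replicate activation of at least 60% and every replicate at or above 60%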;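 also: 0% = median plate neutral-control signal and 100% = twice that signal; values of inactives mirror those of a sister screen read the other way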
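System: CHO ldlA[mSR-BI] cells / Medium: HEPES-buffered (25 mM, pH 7.4) F12 plus 0.5% BSA / Probe or stimulus: labelled HDL, 10 µg/mL / Doses: single compound concentration, delivered by pin transfer / Schedule: 3 h, 37 °C / Measured by: DiI fluorescence, bottom read / Measure: cell-associated DiI fluorescence as measure of HDL uptake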
Keap1-Nrf2 PPI = disrupts human Keap1 binding to Nrf2 peptide. 340,000 tested, 0.15% active. inhibition, % at 9.4 µM. AID 504523. Keap1 Kelch-Nrf2 peptide fluorescence polarization, 1536-well; in the data active = inhibition above about 12%;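 also: human Keap1 Kelch domain with fluorescein labeled Nrf2 9mer peptide probe; 0% = neutral control wells and 100% = peptide positive control; higher means more block of Keap1 binding to Nrf2 peptide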
NSD2 inh = inhibitors of human histone methyltransferase NSD2. O96028. AID 743445. NSD2 peptide methylation, AlphaScreen, 120 min. 310,000 tested, 0.54% active. inhibition, % at 12.5 µM; in the data active = inhibition above about 50%
LANA DNA inh = inhibitors of KSHV LANA C-terminal domain DNA binding | MBP-C-LANA/FAM-LBS DNA binding, fluorescence polarization | inhibition, % at 9 µM | 340,000 tested, 0.078% active | AID 504423;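 active = highest replicate inhibition at or above 60% at 9 µM, even if other replicates fall short; inactive = all replicates below 60% inhibition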;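 also: 0% = neutral control wells and 100% = 4 µM acridine orange control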
SR-BI HDL uptake = blocks mouse SR-BI lipid uptake from DiI-HDL; Q61009; ldlA[mSR-BI] CHO cells, DiI-HDL uptake fluorescence, 3 h; inhibition, % at 12.5 µM; 320,000 tested, 0.96% active; AID 488896;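 active = mean replicate inhibition of at least 70% and a set share of replicates each scoring 70 or more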;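 also: 0% = median of neutral control wells and 100% = median of positive control wells; values of inactives mirror those of a sister screen read the other way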
Cardiac RTF inh = cardiac RTF calcium desensitization | IANBD-labeled cardiac RTF, Ca2+ fluorescence | inhibition, % at 7.15 µM | 340,000 tested, 0.12% active;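 active = inhibition above the mean inhibition of all tested compounds plus 3 SD, cut at about 17% in these data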;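 also: assay run at fixed EC70 calcium of 1.6 mM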
DAGLB inh = blocks human DAGLB lipase activity | 340,000 tested, 0.059% active | inhibition, % at 5.17 µM | HEK293T DAGLB membrane lysate, EnzChek fluorogenic substrate | Q8NCG7; in the data active = inhibition above about 34%;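 also: 0% = enzyme with vehicle and 100% = wells lacking enzyme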
Target sequence (Q8NCG7 whole entry, looked up): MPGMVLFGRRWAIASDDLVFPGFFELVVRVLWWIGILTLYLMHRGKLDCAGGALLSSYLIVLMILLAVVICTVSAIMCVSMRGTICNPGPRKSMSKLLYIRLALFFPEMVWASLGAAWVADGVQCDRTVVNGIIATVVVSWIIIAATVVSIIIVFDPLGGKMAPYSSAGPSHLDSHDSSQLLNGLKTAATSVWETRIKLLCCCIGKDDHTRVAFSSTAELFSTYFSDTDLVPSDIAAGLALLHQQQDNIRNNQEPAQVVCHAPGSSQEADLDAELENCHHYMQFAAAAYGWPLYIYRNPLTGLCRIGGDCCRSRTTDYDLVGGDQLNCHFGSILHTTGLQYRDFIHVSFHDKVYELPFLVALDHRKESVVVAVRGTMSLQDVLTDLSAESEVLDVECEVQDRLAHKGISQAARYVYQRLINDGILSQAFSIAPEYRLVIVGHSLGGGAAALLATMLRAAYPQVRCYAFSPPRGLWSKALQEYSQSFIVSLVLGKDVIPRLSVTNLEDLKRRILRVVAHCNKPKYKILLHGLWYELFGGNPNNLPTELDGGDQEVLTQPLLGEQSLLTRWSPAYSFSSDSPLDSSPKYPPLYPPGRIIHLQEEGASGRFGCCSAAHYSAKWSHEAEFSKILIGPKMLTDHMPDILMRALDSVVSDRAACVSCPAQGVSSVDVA
An asterisk follows results filed as active; / = not tested or not shown. Compounds as they come; about 2.1% have a hit in one of these screens.

mol	Arrestin-AP2 inh	PKA-R2B act	PvdQ acylase	SR-BI DiI-HDL act	Keap1-Nrf2 PPI	NSD2 inh	LANA DNA inh	SR-BI HDL uptake	Cardiac RTF inh	DAGLB inh
Cc1ccsc1C(=O)Nc1cc(Cl)ccc1-n1cncn1	15.2	-1.2	-5.3	-25.8	-4.8	17.7	2.3	25.8	-13.5	-2.3
CCn1c(SCC(=O)NCc2cccs2)nnc1-c1ccncc1	-14.1	2.2	-12.5	8.6	-2.8	-2.0	-0.2	-8.6	-12.2	-0.3
Cc1nc2sccn2c(=O)c1S(=O)(=O)Nc1ccc(N2CCOCC2)c(Cl)c1	6.7	-6.8	-5.7	6.6	1.5	/	0.5	-6.6	-1.3	3.7
COC(=O)c1ccc(NC(=O)c2ccc3c(c2)C(=O)N(C)C3=O)cc1	-8.6	-4.6	-10.5	-26.7	-2.7	2.1	-1.9	26.7	-3.6	-6.7
Cc1ccc(-c2nc(CS(=O)(=O)CC(=O)NC3CC3)c(C)o2)cc1	-3.5	-14.8	-11.7	-10.5	-1.0	-6.2	0.2	10.5	-3.3	-1.2
COc1ccc(/C=C/C(=O)NCC(=O)N/N=C/c2cc(Br)ccc2OC)cc1	28.6	-7.4	-6.4	-78.4	-2.7	-1.1	-0.8	78.4*	-5.5	-3.2
Cc1ccc(C)c(N2CCN(C(=O)C3CCN(S(=O)(=O)c4cccc5nsnc45)CC3)CC2)c1	3.3	-4.7	-11.5	-39.4	-6.1	0.1	0.0	39.4	0.2	-2.0
Cc1ccc(NC(=O)COS(=O)c2ccc(C)cc2)cc1 (configuration not stated)	17.2	-3.2	-1.6	10.6	2.9	-1.0	1.0	-10.6	-3.0	-4.5
Cc1cc(OC(=O)c2ccc(C)c(C)c2)c([N+](=O)[O-])c(=O)[nH]1	-0.5	-2.4	-12.7	21.7	0.3	1.2	-2.0	-21.7	-8.0	-1.4
O=C(COC(=O)CCNS(=O)(=O)c1ccc(Cl)cc1)NCc1ccco1	0.5	-10.8	-6.6	18.7	3.0	-37.3	0.7	-18.7	2.0	-0.3
C/C(C/C(C)=C1/SC(=S)NC1=O)=C1\SC(=S)NC1=O	-15.5	-19.3	-8.9	8.3	49.3*	131.8*	32.1	-8.3	-6.5	47.1*
Cc1ccc2nc(-c3cccnc3)cc(C(=O)Nc3ccc(F)cc3C)c2c1	7.8	2.0	-14.0	-63.2	0.3	-4.4	1.2	63.2	-5.9	-0.7
CCOC(=O)C1(CCc2ccccc2)CCN(Cc2ccn[nH]2)CC1	21.1	-0.1	-2.1	5.7	-5.6	24.2	-0.5	-5.7	-4.6	1.9
c1ccc(CCn2cccc2)nc1	26.9	7.5	-0.1	-3.8	8.0	-1.3	1.4	3.8	-1.0	0.8
CNS(=O)(=O)c1cccc(C(=O)OCC(=O)Nc2ccccc2F)c1	19.4	0.7	11.5	1.5	1.6	-2.0	2.9	-1.5	-9.0	-1.0
CS(=O)(=O)N1CCN(c2ccc([N+](=O)[O-])c(NCc3ccc(Cl)cc3)c2)CC1	27.6	-17.5	13.4	-65.0	-1.1	0.4	-0.1	65.0	1.7	2.5

Complete entries from above:
c1ccc(CCn2cccc2)nc1 as listed: Arrestin-AP2 inh = 26.9; PKA-R2B act = 7.5; PvdQ acylase = -0.1; SR-BI DiI-HDL act = -3.8; Keap1-Nrf2 PPI = 8.0; NSD2 inh = -1.3; LANA DNA inh = 1.4; SR-BI HDL uptake = 3.8; Cardiac RTF inh = -1.0; DAGLB inh = 0.8
C/C(C/C(C)=C1/SC(=S)NC1=O)=C1\SC(=S)NC1=O as listed: Arrestin-AP2 inh = -15.5; PKA-R2B act = -19.3; PvdQ acylase = -8.9; SR-BI DiI-HDL act = 8.3; Keap1-Nrf2 PPI = 49.3*; NSD2 inh = 131.8*; LANA DNA inh = 32.1; SR-BI HDL uptake = -8.3; Cardiac RTF inh = -6.5; DAGLB inh = 47.1*

(continued)
mol	Arrestin-AP2 inh	PKA-R2B act	PvdQ acylase	SR-BI DiI-HDL act	Keap1-Nrf2 PPI	NSD2 inh	LANA DNA inh	SR-BI HDL uptake	Cardiac RTF inh	DAGLB inh
CC1CN(C(=O)CSc2cn(CC(=O)N3CCOCC3)c3ccccc23)CC(C)O1 (configuration not stated)	-12.8	-3.6	-11.6	27.1	-2.4	-1.2	-0.9	-27.1	-5.5	1.4
Cc1ccc(NC(=O)COC(=O)[C@@H]2CCCN2C(=O)c2cccs2)cc1S(=O)(=O)N(C)C	-6.6	-6.6	-6.1	/	-6.4	-0.6	0.8	/	-3.4	-2.5
Cc1cccc(-c2noc(CCC(=O)NCc3ccccc3)n2)c1	2.6	8.3	-5.5	15.4	-0.4	0.7	-0.7	-15.4	4.7	0.2
CCOC(=O)Cc1csc(NC(=O)Nc2ccc(F)cc2)n1	4.0	-0.5	-6.1	-8.8	-4.7	-2.2	0.0	8.8	-8.9	1.2
COCCCNc1nc2c([nH]1)c(=O)[nH]c(=O)n2C	-0.8	5.4	-14.4	30.9	-3.1	-2.9	-1.5	3.4	-1.8	0.4
CCCCCc1ccc(-c2ccc(=O)[nH]n2)cc1	0.6	-1.7	-17.1	14.1	-2.2	-0.9	0.2	-14.1	3.3	-0.1
COc1ccc(C2NC(=O)NC(C)=C2C(=O)OCc2ccccc2)cc1 (configuration not stated)	10.0	-6.5	-4.7	10.5	2.1	-1.2	-0.9	-10.5	-4.8	-1.3
Cc1ccc(CNC2CCCCC2)s1	3.8	1.5	12.2	30.8	-4.6	-0.1	1.1	-30.8	-6.9	-2.9
COc1ccc(Nc2ccc(Nc3ccc(OC)cc3)nn2)cc1	11.5	-2.7	-0.7	8.0	-4.7	1.8	-2.3	-8.0	2.5	0.1
Cc1cc2c(C)ccc(C)c2nc1SCC(=O)c1cccs1	2.1	-0.9	7.3	7.0	-3.2	-3.1	-1.4	-7.0	-13.7	-17.0
O=C(N/N=C/C=C/c1ccco1)c1cccs1	7.1	-7.9	-12.2	6.2	-12.9	30.0	0.3	-6.2	-3.4	-0.9
COc1cccc(C(=O)CSc2nnc(CNc3nc(-c4ccccc4)cs3)n2C)c1	3.0	1.9	3.5	-63.3	-2.4	0.9	-1.4	63.3	-4.1	-1.0
O=C(Cn1cnc([N+](=O)[O-])n1)c1ccc(O)c(O)c1	-22.8	5.4	-11.6	18.4	1.8	14.1	8.2	-18.4	-19.6	4.3
CC12CC(c3ccccc3O1)N(C(=O)c1ccc(Br)o1)C(=O)N2c1ccccc1 (configuration not stated)	-0.2	-1.0	-10.5	13.4	0.1	-6.3	-1.0	-13.4	-8.8	-2.7
O=C(COc1cccc2ccccc12)NNC(=O)c1cnccn1	-1.3	-1.9	-17.2	-6.2	-1.5	-6.2	-0.1	6.2	0.4	0.1
Cc1cc(C)nc(/N=C(\N)N2CCCCC2)n1	3.4	-2.0	0.5	10.2	1.5	1.7	0.2	-10.2	4.7	-1.6
O=C1COc2ccc(S(=O)(=O)CCC(=O)N3CCN(c4cccc(C(F)(F)F)c4)CC3)cc2N1	-3.6	-1.1	-14.3	0.2	6.2	4.3	2.1	-0.2	2.4	2.3
C=CC[C@@H](CC(=O)OC(C)(C)C)C(=O)OC[C@@H]1CCCN1C(=O)[C@@H](CC=C)CC(=O)N[C@@H](CO)Cc1ccccc1	/	-6.6	-10.6	-15.3	-6.3	/	2.6	15.3	6.9	-1.8
CCCn1c(N)c(N(CCOC)C(=O)c2ccc(F)cc2F)c(=O)[nH]c1=O	-4.0	-8.9	-5.8	/	-4.6	-2.5	-0.1	/	-22.4	0.1
Cc1ccc(NCc2nnc(SC(C)C(=O)N/N=C/c3ccc(C)o3)n2-c2ccccc2)cc1 (configuration not stated)	2.2	-9.3	-5.4	-16.5	2.1	3.3	2.7	16.5	-6.0	5.1
CCCCNc1nc(C)c(C(C)=O)cc1C#N	42.1	-0.6	3.7	-11.8	-1.4	-2.7	-2.3	11.8	6.2	-3.1
CC1C(=O)C(C)(C)C(=O)OC1c1ccccc1 (configuration not stated)	-3.2	-0.7	9.9	-2.1	-7.2	-7.0	-1.0	2.1	-5.3	-2.4
O=C(CCCn1c(=S)[nH]c2ccccc2c1=O)N1CCOCC1	21.9	10.3	-0.6	-5.7	1.1	1.7	-1.9	5.7	-3.1	2.6
Cc1cccc(N(C(=O)c2csnn2)C(C(=O)NC2CCCCC2)c2ccncc2)c1 (configuration not stated)	16.1	-6.4	-2.3	/	3.1	5.1	0.3	/	2.8	0.7
Cn1c(=O)c2c(ncn2CC(=O)OCC(=O)c2ccc(Cl)cc2)n(C)c1=O	-11.6	-5.9	-10.7	30.1	-3.8	-3.1	-0.6	-30.1	-12.5	-3.3
O=C(NCC1CCCO1)C1CCN(C(=O)c2ccc(Cl)cc2)CC1 (configuration not stated)	30.2	-1.8	2.4	3.3	-1.9	-3.9	-1.6	-3.3	11.0	1.8
O=C(CCc1ccccc1)Nc1cc(C(=O)O)cc(C(=O)O)c1	-8.7	4.6	-9.7	10.5	2.1	-4.0	-0.2	-10.5	0.7	-0.9
CC(=O)NCc1ccc(C(=O)COC(=O)COc2ccccc2)s1	-4.1	-0.9	-13.2	18.4	-5.5	-0.2	1.6	-18.4	-4.4	-4.4
COCc1c(C(=O)N/N=C/c2ccncc2)nnn1-c1nonc1N	34.5	-8.6	3.8	27.4	-2.1	-1.0	0.5	-27.4	-1.5	-5.5
O=C(COC(=O)Cc1cccc2ccccc12)Nc1ccccc1-c1ccccc1	3.7	-17.5	-9.0	12.9	-2.8	-0.4	0.2	-12.9	-8.0	-5.4
COCCN(C(=O)c1ccco1)c1nnc(-c2ccc(OC)c(OC)c2)s1	20.3	0.8	4.7	-12.1	-6.6	-4.1	0.0	12.1	-0.6	-0.8
O=C1c2ccccc2C(=O)N1CCC(c1ccccc1)c1ccco1 (configuration not stated)	22.0	-10.0	6.8	-9.3	0.4	19.6	0.6	9.3	-1.1	-3.9
